Screening results: PubChem BioAssay, several laboratories
UTI89 phage lysis: inhibition of K1F phage lysis, E. coli UTI89, bacterial capsule biogenesis inhibitors, alamar blue (AID 488966). 0.02% of 340,000 active. E. coli UTI89 K1F phage lysis, alamar blue, 2 h; higher % means a stronger effect. one-dose inhibition, % at 100 µM; IC50 in µM for titrated hits;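 active = phage lysis inhibition, versus mean bacterial control, above a set limit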;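 also: capsule biogenesis inhibitors block K1F phage lysis so surviving cells raise fluorescence; higher fluorescence means more inhibition of phage lysis; actives were called in the ten point dose series up to 300 µM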
Myeloid diff 2: myeloid differentiation induction; ER-HoxA9 myeloid progenitors, lysozyme-GFP differentiation, flow cytometry; calls only at 10 µM; 1% of 360,000 active; AID 624256;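 active = normalized GFP-positive differentiation at or above the plate's own cutoff, the solvent-only control mean plus 3 SD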;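 also: cells exposed to compound for four days before flow analysis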
Myeloid diff 2 GFP+ MAC1+ %: second read-out of Myeloid diff 2, no call of its own (marks repeat the call); GFP+ MAC1+ double positive, %; measured here: differentiation confirmed by MAC1 staining
Numbers without * were called inactive; i = inactive; + = active, no number; & = joins results of further samples; [ ] = another dose, or the depositor's remark. The list is partial; rates above refer to the full screens.

SMILES	UTI89 phage lysis	Myeloid diff 2	Myeloid diff 2 GFP+ MAC1+ %
COc1ccc(C(=O)NCC(c2ccco2)N2CCCC2)cc1S(=O)(=O)N1CCCCC1C (stereo unspecified)	0.1%[50 µM]	i	1.0
CCCC[C@@]1(C2CCCC2)Cc2cc(OCC(=O)O)c(Cl)c(Cl)c2C1=O	0.0%	i	1.1
CN(C)C(CNC(=O)C1CC(=O)N(Cc2ccccc2)C1)c1ccccc1 (stereo unspecified)	0.2%[50 µM]	i	0.8
O=S(Cc1ccccc1)c1ccccc1 (stereo unspecified)	1.9%	i	1.6
Cc1cc(C)c(C(N)=O)c(SCC(=O)c2cc(C)n(-c3cc(C)on3)c2C)n1	-0.1%[50 µM]	i	0.2
O=C(CN1C(=O)NC2(CCCCC2)C1=O)Nc1cc(C(F)(F)F)ccc1N1CCOCC1	0.2%[50 µM]	i	0.7
Cc1nnc(NC(=O)C2CCN(S(=O)(=O)c3ccc(F)c(Cl)c3)CC2)o1	0.6%[50 µM]	i	0.5
O=C(Nc1ccc(F)c(Cl)c1)c1ccccc1	2.6%	i	0.5
COC(=O)Nc1ccc2ccc3c(NC(=O)OC)ccc4ccc1c2c43	-1.1%	i	1.0
CC(OC(=O)Nc1cccc(Cl)c1)C(=O)OC1CCCCC1 (stereo unspecified)	-4.2%	i	0.8
CC(=O)n1nc(-c2ccccc2)cc1-c1ccccc1	1.4%	i	0.4
Cn1c2ccccc2c2c(=O)oc3ccccc3c21	0.2%	i	0.5
CCN1C(=O)[C@@H]2[C@@H](c3ccc(SC4CCCCC4)c(OC)c3)N3CCC[C@@]3(C(=O)OC)[C@@H]2C1=O	-0.7%	i	0.3
CC1CCCCN1CCCNc1c(C=O)c(=O)[nH]c2ccccc12 (stereo unspecified)	0.3%	i	0.5
CC[C@]1(C(=O)OC)[C@H]2C(=O)N(C)C(=O)[C@H]2[C@H]2CN(C)C(=NC)N21	0.7%	i	1.8
Cc1cccc(OCC(=O)OCC(=O)NCC2CCCO2)c1C (stereo unspecified)	0.7%[50 µM]	i	0.8
Cn1c(N)c(C(=O)COC(=O)COc2ccc(Cl)cc2Cl)c(=O)n(C)c1=O	3.2%	i	0.6
Cn1c(N)c(NC(=S)NC2CCCCC2)c(=O)n(C)c1=O	1.7%	i	1.8
Cc1nc(Nc2ncc3c(n2)CC(C)(C)CC3=O)nc2ccccc12	0.2%	i	0.0
C[C@@H]1CN([C@H](C)CO)C(=O)c2cc(NC(=O)Cc3cn(C)c4ccccc34)ccc2O[C@H]1CN(C)C(=O)Nc1ccc2c(c1)OCO2	0.1%	i	2.7
O=C(O)c1ccc(O)cc1O	-0.8%	i	1.6
CCCN(CC(=O)Nc1ccccc1C)C(=O)c1ccc(S(=O)(=O)N2CCC(C)CC2)cc1	-0.2%[50 µM]	i	0.2
CC(=O)c1c(C)[nH]c(C(=O)COC(=O)c2ccc(Cl)nc2)c1C	0.7%[50 µM]	i	0.7
CC1CCC2(CC1)NC(=O)N(CC(=O)Nc1ccc3c(c1)OCO3)C2=O (stereo unspecified)	0.0%	i	0.6
CCOC(=O)[C@H]1[C@H]2COc3ccccc3[C@@H]2N2C(=O)[C@@H](C)NC(=O)[C@@]12C	0.8%	i	1.8

Exported with two lines to a compound: entries from further up
Results follow in this order: UTI89 phage lysis, Myeloid diff 2, Myeloid diff 2 GFP+ MAC1+ %
CN(C)C(CNC(=O)C1CC(=O)N(Cc2ccccc2)C1)c1ccccc1 (stereo unspecified)
    0.2%[50 µM], i, 0.8
O=C(O)c1ccc(O)cc1O
    -0.8%, i, 1.6

Returning to the listing with the five entries that preceded the break.
SMILES	UTI89 phage lysis	Myeloid diff 2	Myeloid diff 2 GFP+ MAC1+ %
O=C(O)c1ccc(O)cc1O	-0.8%	i	1.6
CCCN(CC(=O)Nc1ccccc1C)C(=O)c1ccc(S(=O)(=O)N2CCC(C)CC2)cc1	-0.2%[50 µM]	i	0.2
CC(=O)c1c(C)[nH]c(C(=O)COC(=O)c2ccc(Cl)nc2)c1C	0.7%[50 µM]	i	0.7
CC1CCC2(CC1)NC(=O)N(CC(=O)Nc1ccc3c(c1)OCO3)C2=O (stereo unspecified)	0.0%	i	0.6
CCOC(=O)[C@H]1[C@H]2COc3ccccc3[C@@H]2N2C(=O)[C@@H](C)NC(=O)[C@@]12C	0.8%	i	1.8
S=c1nc(Cc2ccccc2)[nH]c2ccccc12	-0.1%	+	11*
Clc1ccc(C(CCN2CCCC2)Cc2ccccc2)cc1 (stereo unspecified)	0.3%	i	0.2
CCN1C(=O)[C@H]2[C@@H](c3ccc(C)cc3)N3C(=O)N(c4cccc(F)c4)C(=O)[C@@]3(Cc3ccc(Cl)cc3)[C@H]2C1=O	4.6%	i	1.3
c1ccc(-c2ccc3sccc3n2)cc1	1.6%	i	0.4
O=C(COc1ccccc1F)Nc1ccc(S(=O)(=O)N2CCCC2)cc1	0.5%[50 µM]	i	0.5
Cc1csc(NC(=O)C2CCN(S(=O)(=O)c3ccccc3)CC2)n1	1.5%[50 µM]	i	1.0
Cc1ccc(C(=O)NCN2CCN(c3ccc(F)cc3)CC2)cc1	0.3%[50 µM]	i	1.5
CNc1snc(C)c1C(=O)OC(C)C(=O)NCc1ccccc1 (stereo unspecified)	2.6%[50 µM]	i	1.0
CC(NC(=O)COC(=O)C1CCCCC1)c1ccccc1 (stereo unspecified)	-1.0%	i	1.4
COC(=O)[C@]1(C)N[C@H](CN(C)S(=O)(=O)c2ccc(C)cc2)[C@@H]2C(=O)N(Cc3ccccc3)C(=O)[C@@H]21	0.0%	i	1.6
O=C(O)CCn1nc(-c2ccc(F)cc2)cc(Cc2ccccc2)c1=O	0.1%	i	0.7
Cc1ccccc1OCC(=O)OCC(=O)Nc1cc(S(C)(=O)=O)ccc1Cl	-0.1%[50 µM]	i	0.7
Cc1ccccc1C(=O)OCC(=O)NCc1ccco1	-0.4%	i	1.0
O=C(c1ccccc1)N1N=C(c2ccccc2)CC1(O)C(F)(F)F (stereo unspecified)	0.0%	i	0.1
CCOC(=O)/C(=C\c1ccc(N2CCC(c3ccccc3)=N2)cc1)C(C)=O	0.9%	i	0.9
Cc1ccc(S(=O)(=O)Nc2cccc(C(=O)N3CCC(C(N)=O)CC3)c2)cc1	1.5%[50 µM]	i	0.8
O=C1OCCN1C(=O)[C@H]1[C@H](c2ccccc2)C(c2cccc(Cl)c2)=NN1c1ccc(Br)cc1	0.3%	i	2.2
C=CCC[C@@H](Cc1ccc(F)cc1)C(=O)OC[C@@H]1CCCN1C(=O)[C@H](CC=C)CC(=O)N[C@H](CO)Cc1ccccc1	-2.8%	i	2.1
CCc1ccccc1NC(=O)CN(C)C(=O)COC(=O)c1cccnc1Cl	0.1%[50 µM]	i	0.8
Cc1ccc(Cc2nc3ccccc3[nH]2)cc1	2.6%[50 µM]	i	0.7
CCCCN(C(=O)C1COc2ccccc2O1)c1c(N)n(CCC)c(=O)[nH]c1=O (stereo unspecified)	1.0%[50 µM]	i	0.5
CCc1cc[n+](C(C(=S)Nc2cccc(C)c2)=C([O-])c2ccc(C)c([N+](=O)[O-])c2)cc1	-3.2%	i	0.9
COC(=O)c1cccc(NC(=O)C2CCCN2C(=O)c2cccs2)c1 (stereo unspecified)	1.4%[50 µM]	i	1.0
CCOC(=O)C1=CN(Cc2cccc(Br)c2)S(=O)(=O)NC1C (stereo unspecified)	0.0%	i	0.3
CC1CCN(N=Nc2nc3c([nH]2)c(=O)n(C)c(=O)n3C)CC1	2.2%	i	2.3

Of the compounds above, these contain a thiophene ring, fused or not:
SMILES	UTI89 phage lysis	Myeloid diff 2	Myeloid diff 2 GFP+ MAC1+ %
c1ccc(-c2ccc3sccc3n2)cc1	1.6%	i	0.4
COC(=O)c1cccc(NC(=O)C2CCCN2C(=O)c2cccs2)c1 (stereo unspecified)	1.4%[50 µM]	i	1.0

Carrying on:
SMILES	UTI89 phage lysis	Myeloid diff 2	Myeloid diff 2 GFP+ MAC1+ %
Cc1cc(C(=O)OCC(=O)NC2CC2)c2ccccc2n1	0.7%[50 µM]	i	1.5
C[N+](C)(C)CCOC(=O)CCC(=O)OCC[N+](C)(C)C	-3.0%	i	3.2
C=CC(=O)Nc1sc2c(c1C(N)=O)CCCC2	-2.2%	i	1.4
Cc1cccn2c(=O)c3cc(C(=O)NCc4ccc(F)cc4)c(=N)n(CCCN4CCOCC4)c3nc12	0.1%	i	0.9
CCOCCn1ccc2c(OCC(=O)Nc3ccc(OC)c(OC)c3)cccc2c1=O	0.9%[50 µM]	i	2.5
Cc1csc(=O)n1CCC(=O)OCC(=O)Nc1ccc(S(N)(=O)=O)cc1	0.4%[50 µM]	i	0.1
CC(C)Cn1c(N)c(C(=O)COC(=O)c2cc3ccccc3cc2O)c(=O)n(C)c1=O	0.7%[50 µM]	i	0.9
COCCN(C(=O)COC(=O)c1c(NC(C)=O)sc(C)c1C)c1c(N)n(Cc2ccccc2)c(=O)[nH]c1=O	1.1%[50 µM]	i	0.5
COCCNC(=O)c1cccc2c1-c1ccccc1C2=O	-0.3%	i	0.8
Cc1ccc(S(=O)(=O)N2CCN(C3CC(=O)N(c4ccc(F)cc4)C3=O)CC2)cc1C (stereo unspecified)	-0.2%	i	0.8
CCOC(=O)/C=C/[C@H]1CC(c2ccccc2)(c2ccccc2)CO1	2.1%	i	1.1
NC(=O)c1ccc(-c2noc(-c3ccccc3F)n2)cc1	-0.3%	i	1.1
O=C(NCCCc1ccccc1)c1cccc(NC(=O)c2ccccc2)c1	0.1%	i	0.4
COc1ccc(-c2csc(NC(=O)C3CSC4(C)CCC(=O)N34)n2)c(OC)c1 (stereo unspecified)	-0.4%[50 µM]	i	0.6
CC(C)CC1Nc2ncnc(N3CCN(c4ccccn4)CC3)c2N(Cc2ccccc2)C1=O (stereo unspecified)	3.3%	i	1.0&0.2
CCc1ccccc1NC(=O)CCOc1ccccc1	0.0%	i	0.6
CCc1cccc2sc(N(CCCN3CCOCC3)C(=O)CS(=O)(=O)c3ccccc3)nc12	1.0%[50 µM]	i	0.6
Cc1cccc(N2C(=O)N3[C@@H]4c5ccccc5OC[C@@H]4[C@@H](c4ccccc4)[C@]3(C)C2=O)c1	3.5%	i	1.4
COc1ccc(NC(=O)COC(=O)CCc2nc3ccccc3c(=O)[nH]2)cc1Cl	0.5%[50 µM]	i	0.4
O=C(NCCc1ccccc1F)C1CC(=O)N(c2cccc(C(F)(F)F)c2)C1 (stereo unspecified)	-1.6%	i	1.1
S=c1[nH]ccc2ccccc12	-1.6%	i	0.3
CSCCC(NC(=O)c1ccccc1)C(=O)N1CCN(Cc2ccc(Cl)cc2)CC1 (stereo unspecified)	-0.3%[50 µM]	i	0.8
O=C(c1ccc(-c2ccc(Cl)cc2)o1)N1CCN(S(=O)(=O)c2cccs2)CC1	4.6%	i	0.3
O=C(CCN1C(=O)CSc2ccccc21)Nc1ccc(OC(F)(F)F)cc1	1.8%[50 µM]	i	0.5
CCN(C[C@H]1N[C@@](CC)(C(=O)OC)[C@H]2C(=O)N(Cc3ccccc3)C(=O)[C@@H]12)C(=O)NC(C)C	0.3%	i	4.0

The list goes on:
SMILES	UTI89 phage lysis	Myeloid diff 2	Myeloid diff 2 GFP+ MAC1+ %
CCOC(=O)C1CCN(C(=O)COC(=O)c2oc3ccc(OC)cc3c2C)CC1	0.6%[50 µM]	i	0.5
CC1CC(C)CN(C(=O)COC(=O)C2CCN(S(=O)(=O)c3c(Cl)cccc3Cl)CC2)C1 (stereo unspecified)	2.2%[50 µM]	i	0.7
Nc1nonc1-n1nnc(C(=O)N/N=C/c2ccccc2O)c1CN1CCCC1	-0.7%	i	1.3
O=C1NCCN1c1ncc([N+](=O)[O-])s1	-16%	i	3.1
CCOc1ccc2oc(C(=O)N(CCOC)c3c(N)n(CC(C)C)c(=O)[nH]c3=O)c(C)c2c1	0.3%[50 µM]	i	0.4
O=C(COC(=O)c1ccc(F)c(S(=O)(=O)N2CCOCC2)c1)NC1CCCCC1	0.5%[50 µM]	i	0.7
CN(CC(=O)Nc1ccc(OC(F)(F)F)cc1)C(=O)/C=C/c1ccco1	0.6%[50 µM]	i	0.5
COC(=O)C(C)Oc1cc(C)ccc1COc1ccc(-n2nc(C)n(C(F)F)c2=O)cc1 (stereo unspecified)	0.1%	i	0.9
COc1ccc(NS(=O)(=O)c2ccc(N3CCCCC3)c(NC(=O)C(C)NC(N)=O)c2)cc1 (stereo unspecified)	2.0%	i	1.5
Nc1nonc1-n1nnc(C(=O)N/N=C/c2c(Cl)cccc2Cl)c1CN1CCOCC1	0.0%	i	0.7
O=C(C1CCN(S(=O)(=O)c2ccccc2)CC1)N1CCC1	0.7%[50 µM]	i	1.1
CCc1ccccc1NC(=O)CN(C)C(=O)COC(=O)c1ccco1	0.5%[50 µM]	i	0.9
CC(Sc1nccn1C)C(=O)NC1(C#N)CCCCC1 (stereo unspecified)	0.7%[50 µM]	i	0.5
CN(CC(=O)Nc1ccc(F)cc1)C(=O)COC(=O)COc1ccc(C#N)cc1	1.3%[50 µM]	i	1.1
O=C(COC(=O)c1ccc([N+](=O)[O-])o1)NC1CCCc2ccccc21 (stereo unspecified)	-1.1%[50 µM]	i	1.1
FC(F)(F)c1nc(SCc2ccccc2)n[nH]1	0.5%	i	0.1
CCN(CC(=O)Nc1c(F)cccc1F)C(=O)c1nn(C)c(=O)c2ccccc12	1.4%[50 µM]	i	0.4
